Assay outcomes deposited in PubChem by several laboratories.
ANO1 block – inhibitors of mouse TMEM16A calcium-activated chloride channel | normalized B-score (activity score, 25-100; higher = stronger inhibition) at 10 µM | 310,000 tested, 1.2% active | HEK293 TMEM16A/YFP iodide influx fluorescence, ionomycin;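 active = ratio plate-corrected score three or more library SD toward inhibition, starting fluorescence score within five deviations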;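 note: score derived from kinetic fluorescence span divided by baseline fluorescence per well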
TRPC6 activator – activates the mouse TRPC6 cation channel | Q61143 | HEK293-TRPC6 membrane potential dye fluorescence; hits give high values | B-score at 10 µM | 310,000 tested, 0.13% active;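 active = B-score of the integrated fluorescence ratio above library mean plus 3 SD, and starting fluorescence ratio within library mean plus 5 SD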;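 note: higher score means more depolarization so channel activation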
Target sequence (Q61143 whole entry, looked up): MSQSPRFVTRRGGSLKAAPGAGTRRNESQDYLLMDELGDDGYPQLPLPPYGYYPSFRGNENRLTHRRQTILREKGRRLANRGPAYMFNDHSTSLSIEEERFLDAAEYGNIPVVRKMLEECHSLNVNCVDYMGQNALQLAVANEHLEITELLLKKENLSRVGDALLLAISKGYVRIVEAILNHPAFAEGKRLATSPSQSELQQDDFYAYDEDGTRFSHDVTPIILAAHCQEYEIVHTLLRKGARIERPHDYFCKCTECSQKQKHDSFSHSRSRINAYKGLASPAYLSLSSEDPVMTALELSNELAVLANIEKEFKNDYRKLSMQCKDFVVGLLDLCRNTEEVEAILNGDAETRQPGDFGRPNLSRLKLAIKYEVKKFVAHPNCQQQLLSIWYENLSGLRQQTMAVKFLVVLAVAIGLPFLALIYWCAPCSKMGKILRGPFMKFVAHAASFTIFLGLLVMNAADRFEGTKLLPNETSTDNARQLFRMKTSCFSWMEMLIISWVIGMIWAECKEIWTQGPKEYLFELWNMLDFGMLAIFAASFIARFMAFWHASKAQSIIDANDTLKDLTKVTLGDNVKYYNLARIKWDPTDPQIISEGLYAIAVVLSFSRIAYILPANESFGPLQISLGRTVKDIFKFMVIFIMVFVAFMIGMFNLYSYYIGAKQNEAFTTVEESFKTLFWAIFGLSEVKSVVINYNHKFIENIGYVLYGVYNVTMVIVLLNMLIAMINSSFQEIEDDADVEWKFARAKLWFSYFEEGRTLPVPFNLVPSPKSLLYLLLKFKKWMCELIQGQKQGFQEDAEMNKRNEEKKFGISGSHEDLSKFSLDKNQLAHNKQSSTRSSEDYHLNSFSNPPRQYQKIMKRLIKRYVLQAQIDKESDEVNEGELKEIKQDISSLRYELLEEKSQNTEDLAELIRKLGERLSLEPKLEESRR
TRPC4 inh – TRPC4 (mouse) channel inhibition; HEK293 TRPC4beta/mu-opioid, DAMGO-evoked Fluo4 calcium flux; hits give low values; B-score at 10 µM; 300,000 tested, 0.39% active; AID 2247; Q9QUQ5;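 active = B-score over 3 SD under the library average, no early fluorescence shift, positive overall ratio signal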
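Signal: kinetic Fluo4 fluorescence imaging of calcium influx. Material: stable TRPC4beta/mu-opioid receptor HEK293 cells. Probe or stimulus: DAMGO in two steps, submaximal then maximal.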
TRPC4 act – TRPC4 (mouse) channel activation. Q9QUQ5. HEK293 TRPC4beta/mu-opioid, Fluo4 calcium fluorescence; hits give high values. B-score at 10 µM. 310,000 tested, 0.49% active;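 active = B-score above 5 SD of library B-scores, and initial fluorescence ratio not above library mean plus 5 SD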;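 note: positive B-score marks a calcium rise read as TRPC4 activation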
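Incubation: 45 min room-temperature Fluo4 loading, 110 s read / System: HEK293 cells stably co-expressing mouse TRPC4beta and mu-opioid receptor / Signal: Fluo4 fluorescence, kinetic / Control set: buffer (low) and maximal DAMGO (high) / Measure: integrated baseline-normalised fluorescence ratio, converted to per-well B score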
TRPC4 PAM – allosterically enhances the mouse TRPC4 cation channel. 310,000 tested, 0.42% active. Q9QUQ5. B-score at 10 µM. HEK293 TRPC4beta/mu-opioid, DAMGO EC20, Fluo-4 Ca2+ flux; hits give high values;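 active = B-score of calcium response area above 5 SD of library B-scores, with initial fluorescence ratio within 5 SD of library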;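 note: B-score of integrated fluorescence ratio over time as area under calcium response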
MrgX1 antag – human MrgX1 receptor antagonism, primary screen; Q96LB2; MRGX1-HEK293 calcium flux, Fluo-4, BAM8-22 antagonism; hits give low values; B-score at 10 µM; 310,000 tested, 1.3% active; AID 588676;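 active = calcium-response B-score plate-corrected more than 3 library SD below zero, starting fluorescence within 5 deviations, no agonist response on first addition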;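 note: peak minus trough fluorescence over baseline after final BAM8-22 challenge near maximal dose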
SKKanGAS inh – SKKanGAS growth inhibition; S. pyogenes SKKanGAS, kanamycin growth, BacTiter-Glo, 6 h; inhibition, % at 7.5 µM; 300,000 tested, 1.3% active; AID 1662;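 active = mean replicate score, as percent of positive control median, at least 50; inconclusive = mean below 50 but one replicate at or above 50; inactive = mean and every replicate below 50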;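 note: strain carries kanamycin resistance gene driven by streptokinase promoter and grows in 40 µg/ml kanamycin; loss of luminescence reflects streptokinase promoter inhibition or plain growth inhibition; 0% = median of DMSO wells and 100% = positive control at its reference dose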
TMEM16A act – mouse TMEM16A channel activation, primary screen; Q8BHY3; HEK293 TMEM16A/YFP-H148Q/I152L, iodide quench fluorescence; hits give low values; B-score at 10 µM; 340,000 tested, 0.3% active;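 active = fluorescence-ratio B-score plate-corrected deviation score at least 3 library SD below zero, with starting fluorescence score within 5 deviations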;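 note: channel opened by trigger with iodide after compound preincubation; score built on the fluorescence ratio of max minus min over baseline; more negative score means more quench and so TMEM16A activation or potentiation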
TRPC6 inh – mouse TRPC6 channel inhibition | Q61143 | HEK293-TRPC6, membrane potential dye, ACh-evoked depolarization; hits give low values | B-score at 10 µM | 310,000 tested, 1.1% active;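 active = B-score under library mean minus 3 SD, initial fluorescence not abnormally high, positive integrated signal ratio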;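 note: B-score derived from integrated fluorescence ratio over the kinetic read; more negative B-score means stronger inhibition of depolarization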
MrgX1 PAM – allosterically activates human MrgX1 receptor signaling. Q96LB2. MrgX1-HEK293, Fluo-4 calcium flux, FDSS; hits give high values. B-score at 10 µM. 310,000 tested, 0.63% active. AID 588675;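 active = plate-corrected calcium response at least 3 library SD above typical, normal starting fluorescence, not activating the receptor alone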;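 note: compound read alongside a low EC10 to EC30 dose of BAM8-22 agonist; peak minus trough fluorescence over baseline measured at the second addition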
MrgX1 ag – activates human MrgX1 receptor signaling | MrgX1-HEK293 cells, Fluo-4 calcium fluorescence, agonist mode; hits give high values | B-score at 10 µM | 310,000 tested, 0.44% active;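 active = calcium response B-score plate-corrected fluorescence ratio at least 3 library SD, with starting fluorescence B-score inside 5 SD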
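Assay system: MrgX1-expressing HEK293 cells / Amount: fifteen thousand cells per well / Doses: test compound in the initial addition of three / Timing: cells plated overnight, dye loaded 0.5 h 37 °C, 0.5 h room temperature / Technique: kinetic calcium dye fluorescence, Fluo-4 NW / Control set: positive and negative controls per plate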
* = called active by the depositor; i = inactive; ? = inconclusive; . = no result given.

SMILES	ANO1 block	TRPC6 activator	TRPC4 inh	TRPC4 act	TRPC4 PAM	MrgX1 antag	SKKanGAS inh	TMEM16A act	TRPC6 inh	MrgX1 PAM	MrgX1 ag
CC1=CC(C)(C)NC(=O)N1c1ccc(C)cc1	i	i	i	i	i	i	-4	i	i	i	i
CCOC(=O)c1cc(C(=O)OCC)cc(-n2cc(O)c(C(=O)OCC)n2)c1	i	i	i	i	i	i	-18	i	i	i	i
CCc1ccc(NCc2ccc(OC)c(Cn3ccnc3)c2)cc1	i	i	i	i	i	i	-7	i	-5.4*	i	i
N=c1sccn1CC(=O)Nc1ccc([N+](=O)[O-])cc1Cl	i	i	i	i	i	i	5	i	i	i	i
COc1ccnc(Oc2ccc(F)cc2)c1C(=O)N/C=N/OCc1c(Cl)cccc1Cl	i	i	i	i	i	i	11	i	i	i	i
C=CCNC(=S)Nc1cccc2[nH]ncc12	i	i	i	i	i	i	1	i	i	i	i
CN(C)S(=O)(=O)Oc1ccccc1C(=O)Nc1ccc(F)cc1F	i	i	i	i	i	i	3	i	i	i	i
O=C(CSc1nnc(-c2c[nH]c3ccccc23)o1)c1ccccc1	i	i	i	i	i	i	-6	i	i	i	i
N#CCCN(Cc1ccncc1)C(=S)NC1CC2C=CC1C2 (stereo unspecified)	i	i	i	i	i	i	34	i	i	i	i
CCOCCCNC(=S)NCCCNc1nc2cc3c(cc2cc1C#N)OCO3	i	i	i	i	i	i	-1	i	i	i	i
CNS(=O)(=O)c1cccc(C(=O)OCC(=O)Nc2ccc(N3CCCCC3)cc2)c1	i	i	i	i	i	i	-2	i	i	i	i
COC(=O)NCC(c1cccnc1)N1CCN(c2ccccc2)CC1 (stereo unspecified)	i	i	i	i	i	i	-3	i	i	i	i

Ordered by SMILES length (rising): some entries from above
SMILES	ANO1 block	TRPC6 activator	TRPC4 inh	TRPC4 act	TRPC4 PAM	MrgX1 antag	SKKanGAS inh	TMEM16A act	TRPC6 inh	MrgX1 PAM	MrgX1 ag
N#CCCN(Cc1ccncc1)C(=S)NC1CC2C=CC1C2 (stereo unspecified)	i	i	i	i	i	i	34	i	i	i	i
CCOC(=O)c1cc(C(=O)OCC)cc(-n2cc(O)c(C(=O)OCC)n2)c1	i	i	i	i	i	i	-18	i	i	i	i
COc1ccnc(Oc2ccc(F)cc2)c1C(=O)N/C=N/OCc1c(Cl)cccc1Cl	i	i	i	i	i	i	11	i	i	i	i

(continued)
SMILES	ANO1 block	TRPC6 activator	TRPC4 inh	TRPC4 act	TRPC4 PAM	MrgX1 antag	SKKanGAS inh	TMEM16A act	TRPC6 inh	MrgX1 PAM	MrgX1 ag
Cc1ccc(NC(=O)C2CCCN(c3cnccn3)C2)c(C)c1 (stereo unspecified)	i	i	i	i	i	i	-6	i	i	i	i
CN1CCN(c2ccccc2NC(=O)Cn2ncc3c([nH]c4ccccc43)c2=O)CC1	i	i	i	i	i	i	-10	i	i	i	i
Cc1ccc(-c2nc3ccccc3o2)cc1NC(=O)c1ccc2c(c1)OCO2	i	i	i	i	i	i	-9	i	i	i	i
CCc1ccc(CN(C)C(=O)C2CCC(=O)N(CCCN3CCCC3=O)C2)cc1 (stereo unspecified)	i	i	i	i	i	i	8	i	i	i	i
O=C(NC(=S)NC1CCSC1=O)c1cccs1 (stereo unspecified)	i	i	i	i	i	i	4	i	-6.4*	i	i
O=C(COC(=O)C1CCN(S(=O)(=O)c2ccc3c(c2)OCCO3)CC1)Nc1ccccc1OC(F)F	i	i	i	i	i	-5*	-10	i	i	i	i
CN(C)c1nc(N)nc(CSc2nnnn2-c2ccccc2)n1	i	i	i	i	i	i	-13	i	i	i	i
CN(C(=O)CCNC(=O)N1CC(=O)Nc2ccccc21)C1CCCCC1	i	i	i	i	i	i	4	i	i	i	i
Cc1c(NC(=O)/C(=C\c2ccccc2)NC(=O)c2ccccc2)c(=O)n(-c2ccccc2)n1C	i	i	i	i	i	i	11	i	i	i	i
Cc1ccc(-c2cc(C(F)(F)F)n3ncc(C(=O)N4CCN(C)CC4)c3n2)cc1	i	i	i	i	i	i	.	i	i	i	i
CC(C)(C)N(NC(=O)Nc1ccccc1)C(=O)c1ccccc1Cl	i	i	i	i	i	i	-5	i	i	i	i
CN(C)c1ccc(/C=N/Nc2cc(N3CCOCC3)nc(N3CCOCC3)n2)cc1	i	i	i	i	i	i	3	i	i	i	i
COc1cccc(/C=C2\Oc3ccc(O)cc3C2=O)c1O	i	i	i	i	i	i	13	i	i	i	i
CCOC(=O)CNC(=O)C1COc2ccccc2O1 (stereo unspecified)	i	i	i	i	i	i	2	i	i	i	i
Cc1ccc(C2(COC(=O)C(C)C)CO2)c(OC(=O)C(C)C)c1 (stereo unspecified)	i	i	i	i	i	i	4	i	i	i	i
O=S(Cc1ccccc1)CC(O)(c1ccccc1)c1ccccc1 (stereo unspecified)	i	i	i	i	i	i	9	i	i	i	i
OCCC1CN(Cc2cnc(-c3ccccc3)s2)CCN1CCc1ccccc1 (stereo unspecified)	i	i	i	i	i	i	2	i	i	i	i
Cc1c(C(=O)NNC(=O)Nc2ccc([N+](=O)[O-])cc2)oc2ccccc12	i	i	i	i	i	i	-6	i	i	i	i
O=[N+]([O-])c1ccccc1S(=O)(=O)Nc1ccc(S(=O)(=O)N2CCOCC2)cc1	i	i	i	i	i	i	2	i	i	i	i
CCOC(=O)C1C2C=CC3(CN(c4cccc(Cl)c4)C(=O)C13)O2 (stereo unspecified)	i	i	i	i	i	i	0	i	i	i	i
Cc1ccc(CNc2ccc3c(c2)OCO3)cc1	i	i	i	i	i	i	-8	i	i	i	29*
Cc1nc2cccc(C)n2c(=O)c1Cl	i	i	i	i	i	i	-1	i	i	i	i
O=C(Nc1nccs1)c1ccc2c(c1)C(=O)N(Cc1cccnc1)C2=O	i	i	i	i	i	i	-1	i	i	i	i
CN(CC(=O)Nc1ccccc1Cl)C(=O)COC(=O)CN1C(=O)NC2(CCCC2)C1=O	i	i	i	i	i	i	-1	i	i	i	i
Cc1ccc(C2CC(=O)Nc3cc4c(cc32)OCCO4)s1 (stereo unspecified)	i	i	i	i	i	i	-1	i	i	i	i
CCCc1cc(=O)n2[nH]c(NCc3ccc(OC)cc3)nc2n1	i	i	i	i	i	i	-1	i	i	i	i
N#Cc1ccsc1NC(=O)CN1C(=O)NC2(CCCC2)C1=O	i	i	i	i	i	i	6	i	i	i	i
CCOC(=O)c1c(NC(=O)COc2ncnc3ccccc23)sc(C)c1CC	i	i	i	i	i	i	-3	i	i	i	i
Cc1ccc(C(=O)O/N=C(\N)c2cccc([N+](=O)[O-])c2)cc1	i	i	i	i	i	i	-2	i	i	i	i
COc1ccc(NC(=O)N[C@@H](CCSC)C(=O)O)cc1Cl	i	i	i	i	i	i	3	i	i	i	i
CCS(=O)(=O)N1CCN(c2ccc([N+](=O)[O-])c(N3CCOCC3)c2)CC1	i	i	i	i	i	i	-3	i	i	i	i
CC(=O)c1cc(C#N)c(SCc2ccccc2)nc1C	i	i	i	i	i	i	12	i	i	i	i
COc1ccc(C2CC(C(F)(F)F)n3nc(C(=O)O)cc3N2)cc1OC (stereo unspecified)	i	i	i	i	i	i	-4	i	i	i	i
COc1ccc(OC)c(/C=N/NC(=O)CSc2cc(C)nc3c(OC)cccc23)c1	i	i	i	i	i	i	-3	i	i	i	i
O=C(Nc1ccc(N2CCOCC2)cc1Cl)C1CCN(C(=O)OCc2ccccc2)CC1	i	i	i	i	i	i	1	i	i	i	i
COc1ccc(/C=C/C(O)=C(\C#N)c2nnc(N3CCOCC3)n2-c2ccccc2)cc1OC	i	i	i	i	i	i	-3	i	i	i	i
COc1ccccc1CNS(=O)(=O)c1ccc(S(=O)(=O)NC2CC2)cc1	i	i	i	i	i	i	2	i	i	i	i
COc1ccc(CCNC(=O)C2c3ccccc3C(=O)N2CCC(C)C)cc1OC (stereo unspecified)	i	i	i	i	i	i	-5	i	i	i	i
O=C(NCC(=O)N(c1cccnc1)C(C(=O)NC1CCCC1)c1ccccc1)c1ccco1 (stereo unspecified)	i	i	i	i	i	i	-2	i	i	i	i
Cc1cc(N)ccc1-n1c(C)ccc1C	i	i	i	i	i	i	14	i	i	i	i
Cn1nccc1/C=C(/C#N)S(=O)(=O)c1ccccc1	i	i	i	i	i	i	-8	i	i	i	i
N#Cc1ccc(C23CC4(C2)[C@H](CN(CC2CCCCC2)[C@@H]4c2ccccc2)C3c2ccccc2)cc1 (stereo partly specified)	i	i	i	i	i	i	8	i	i	i	i
O=C1NCC(=O)N2CCC[C@@H]12	i	i	i	i	i	i	5	i	i	i	i
Cn1c(O)c(N=NC(=S)Nc2ccccc2F)c2cc(S(=O)(=O)N3CCOCC3)ccc21	.	i	i	i	i	.	?	i	i	.	.
CCOC(=O)CSc1nc2c(sc(=S)n2-c2ccccc2)c(=O)n1-c1ccc(OC)cc1OC	i	i	i	i	i	i	4	i	i	i	i
O=C(NCCSCc1c(F)cccc1Cl)c1ccco1	i	i	i	i	i	i	-3	i	i	i	i
COc1cccc(/C=N/NC(=O)c2ccc(OCc3cccc(Br)c3)cc2)c1	i	i	i	i	i	i	44	i	i	i	i
CN(C)c1ccc(C(=O)OCC(=O)Nc2ccc(N3CCOCC3)cc2)cc1	i	i	i	i	i	i	-4	i	i	i	i
Cc1cccc(N(Cc2ccccc2)C(=O)CSC(C)C(=O)Nc2cc(C)on2)c1 (stereo unspecified)	i	i	-6*	i	i	i	2	i	i	i	i
Cc1ccc(OCCCCc2c(C)n[nH]c2C)cc1	i	i	i	i	i	i	87*	i	i	i	i
COc1ccc(C)cc1NC(=O)CC(O)(C(F)(F)F)C(F)(F)F	i	i	i	i	i	i	15	i	i	i	i
CN(C)CCCn1c(SCC(=O)N2c3ccccc3Sc3ccccc32)nc2ccccc2c1=O	i	i	i	i	i	i	11	i	i	i	i
O=C(NCc1ccccn1)c1ccc(Cl)s1	i	i	i	i	i	i	-6	i	i	i	i
CCCc1ncc(C(=O)c2ccc(OC)cc2)n1C	i	i	.	i	i	i	0	i	i	i	i
CN(C)c1ccnc(NCc2ccccc2)c1C#N	i	i	i	i	i	i	-2	i	i	i	i
